Screens: PubChem, The Scripps Research Institute Molecular Screening Center
PAD4 FP inh = human PAD4 inhibitors, primary screen, biochemical, fluorescence polarization, 1536-well format. hit rate 0.41% among 330,000. recombinant PAD4, RCA probe fluorescence polarization. inhibition, % at 6.36 µM;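 active means percent inhibition above a cutoff equal to the mean of all tested compounds plus 3 SD, cut at about 15% in these data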;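 further: 0% = PAD4 with RCA probe and DMSO and 100% = probe without PAD4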
LYPLA1 counter = LYPLA1 inhibitors, primary screen, counter-screen for PME1 inhibitor project, biochemical, fluorescence polarization, FP-Rh probe ABPP | Acyl-protein thioesterase 1 (Homo sapiens), O75608 | recombinant LYPLA1 | inhibition, % at 5.9 µM | hit rate 0.16% among 320,000;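 active means inhibition above the mean of all tested compounds plus 3 SD, set per campaign, cut at about 14% in these data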;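 further: inhibitors block serine hydrolase probe labeling of LYPLA1 so polarization falls; 0% = enzyme with DMSO and 100% = wells lacking LYPLA1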
Target sequence (O75608 whole entry, looked up): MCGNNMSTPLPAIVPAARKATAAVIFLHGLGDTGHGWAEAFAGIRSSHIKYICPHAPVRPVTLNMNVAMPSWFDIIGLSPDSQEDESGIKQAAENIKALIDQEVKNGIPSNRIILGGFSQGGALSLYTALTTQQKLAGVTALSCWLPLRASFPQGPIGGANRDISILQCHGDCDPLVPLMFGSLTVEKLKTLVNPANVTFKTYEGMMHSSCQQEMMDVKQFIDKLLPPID
PAFAH2 inh = PAFAH2 enzyme inhibitors, primary screen, biochemical, fluorescence polarization, human. Platelet-activating factor acetylhydrolase 2, cytoplasmic (Homo sapiens), Q99487. recombinant PAFAH2, FP-rhodamine activity probe. inhibition, % at 3.39 µM. hit rate 0.99% among 340,000. AID 492956, 2010;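 active means inhibition above the mean over all tested compounds plus 3 SD, cut at about 30% in these data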;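 further: inhibitors block probe labeling of enzyme so polarization drops; 0% = enzyme with DMSO and 100% = wells lacking PAFAH2 protein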
pPAFAH inh = pPAFAH enzyme inhibitors, primary screen, biochemical, fluorescence polarization, human | Platelet-activating factor acetylhydrolase (Homo sapiens), Q13093 | recombinant pPAFAH, FP-rhodamine probe fluorescence polarization | inhibition, % at 3.39 µM | hit rate 1.5% among 330,000 | AID 463082, 2010;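 active means inhibition above the mean inhibition across the screen plus 3 SD, cut at about 25% in these data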;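 further: inhibitors block binding of the rhodamine activity-based probe so polarization drops; 0% = enzyme with DMSO and 100% = wells lacking pPAFAH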
PAFAH1B3 FP inh = PAFAH1B3 enzyme inhibitors, primary screen, biochemical, fluorescence polarization, human. Platelet-activating factor acetylhydrolase IB subunit alpha1 (Homo sapiens), Q15102. recombinant PAFAH1B3, FP-rhodamine probe. inhibition, % at 3.39 µM. hit rate 0.28% among 340,000. AID 492972, 2010;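 active means inhibition above the screen-wide average of all tested compounds plus 3 SD, cut at about 25% in these data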;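 further: 0% = enzyme with DMSO only and 100% = wells lacking PAFAH1B3 protein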
LYPLA2 inh = LYPLA2 inhibitors, primary screen, counter-screen for PME1 inhibitor project, biochemical, fluorescence polarization, FP-Rh probe ABPP; Acyl-protein thioesterase 2 (Homo sapiens), O95372; recombinant LYPLA2; inhibition, % at 5.9 µM; hit rate 0.38% among 320,000; AID 2177, 2009;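 active means inhibition above the screen-wide mean plus 3 SD, limit set per campaign, cut at about 26% in these data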;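 further: 0% = LYPLA2 with DMSO and 100% = wells lacking LYPLA2 enzyme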
GSTO1 counter = inhibitors of recombinant GSTO1, primary screen, counter-screen for RBBP9 inhibitor project, biochemical, fluorescence polarization. AID 1974, 2009. hit rate 1.1% among 300,000. inhibition, % at 5.96 µM. activity-based probe fluorescence polarization;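 active means inhibition above the campaign mean inhibition plus 3 SD, cut at about 35% in these data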;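 further: 0% = GSTO1-1 with DMSO and 100% = wells lacking GSTO1-1 enzyme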
PAFAH1B2 FP inh = PAFAH1B2 enzyme inhibitors, primary screen, biochemical, fluorescence polarization, human; inhibition, % at 3.39 µM; hit rate 1.2% among 340,000; AID 492953, 2010; recombinant PAFAH1B2, FP-rhodamine activity probe;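 active means inhibition above the mean of all tested compounds plus 3 SD, cut at about 24% in these data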;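 further: 0% = enzyme with DMSO and 100% = wells lacking PAFAH1B2; many of its hits are not listed in these tables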
PREPL inh = PREPL enzyme inhibitors, primary screen, biochemical, fluorescence polarization. Prolyl endopeptidase-like (Homo sapiens), Q4J6C6. recombinant PREPL, fluorescence polarization activity-based probe. inhibition, % at 5.96 µM. hit rate 0.68% among 320,000. AID 2751, 2010; in the data active means inhibition above about 43%;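 further: 0% = enzyme with DMSO and 100% = wells lacking enzyme; many of its hits are not listed in these tables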
Target sequence (Q4J6C6 whole entry, looked up): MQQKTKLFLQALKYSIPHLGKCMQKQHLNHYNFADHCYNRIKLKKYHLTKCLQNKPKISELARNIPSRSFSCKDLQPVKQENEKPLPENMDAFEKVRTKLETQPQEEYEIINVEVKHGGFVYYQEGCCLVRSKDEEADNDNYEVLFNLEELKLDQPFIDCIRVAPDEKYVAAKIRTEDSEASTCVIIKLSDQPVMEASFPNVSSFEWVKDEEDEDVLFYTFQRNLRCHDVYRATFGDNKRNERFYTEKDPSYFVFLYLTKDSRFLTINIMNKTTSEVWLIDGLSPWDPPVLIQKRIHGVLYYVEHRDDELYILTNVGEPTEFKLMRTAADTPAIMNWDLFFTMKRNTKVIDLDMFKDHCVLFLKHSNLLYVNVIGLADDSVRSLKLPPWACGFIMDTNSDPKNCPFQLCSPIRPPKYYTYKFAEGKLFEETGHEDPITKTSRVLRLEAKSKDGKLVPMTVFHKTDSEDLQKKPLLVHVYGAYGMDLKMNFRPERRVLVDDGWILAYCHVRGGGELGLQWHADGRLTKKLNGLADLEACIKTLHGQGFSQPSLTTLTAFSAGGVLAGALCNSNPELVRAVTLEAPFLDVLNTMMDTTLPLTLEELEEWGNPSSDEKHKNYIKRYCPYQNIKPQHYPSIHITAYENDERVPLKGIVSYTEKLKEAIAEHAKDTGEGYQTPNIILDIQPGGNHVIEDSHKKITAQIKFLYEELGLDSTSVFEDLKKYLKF
The depositor's hits bear a star; · = no result given. Not all compounds are listed; the hit share may differ from the screen's.

entry	SMILES	PAD4 FP inh	LYPLA1 counter	PAFAH2 inh	pPAFAH inh	PAFAH1B3 FP inh	LYPLA2 inh	GSTO1 counter	PAFAH1B2 FP inh	PREPL inh
1	COC(/C(=N/O)c1ccc(Cl)cc1)c1ccccc1 (stereo unspecified)	-1	-1	-1	7	11	0	1	15	-4
2	CSCCC1NC(=O)N(CC(=O)Nc2ccc(Br)cc2Br)C1=O (stereo unspecified)	-7	2	4	3	4	-2	-3	-2	6
3	Cc1cc(=O)n2nc(N3CCCC(C(=O)NCCc4ccccc4)C3)sc2n1 (stereo unspecified)	3	4	3	3	5	9	2	-3	8
4	Cn1c(=O)c2cc(S(=O)(=O)N3CCN(c4cccc(C(F)(F)F)c4)CC3)ccc2n(C)c1=O	2	-1	0	0	-6	2	-7	5	26
5	CC/C(=N\NC(=O)c1cc(C2CC2)[nH]n1)c1ccccc1	-2	-5	3	6	4	-9	6	5	-5
6	COc1cccc(/C=C/C2=CC(C)(C)NC(=S)N2)c1	0	0	-4	4	0	-1	-3	1	-1
7	CO/N=C(/CNC(=O)c1ccccc1Cl)c1ccc(Cl)cc1	-1	-1	-2	-1	5	-2	4	7	1
8	COc1ccc(CCCNC(=O)C2CCC(=O)N(CCc3cccc(F)c3)C2)cc1 (stereo unspecified)	2	-2	-4	-6	-2	2	2	-2	2
9	COc1ccc(S(=O)(=O)NCc2ccncc2)cc1NC(=O)c1ccccc1F	-5	3	9	3	0	5	·	-2	18
10	CCc1nnc(NC(=O)CSc2nnc3scc(-c4ccc(C)cc4)n23)s1	-2	0	-6	0	6	-7	5	4	1
11	Cc1cc2n(n1)SC(Nc1cc(Cl)ccc1Cl)N2 (stereo unspecified)	0	3	0	-1	2	6	-27	0	13
12	CCc1ccc(OCC(=O)Nc2nnc(C3CCCC3)s2)cc1	1	5	4	2	1	3	-4	-28	-1
13	CCc1ccc(N2CSC3=C(C#N)C(c4cccs4)CC(=O)N3C2)cc1 (stereo unspecified)	-3	1	19	24	6	9	7	6	11
14	CC(=O)c1ccc(C(=O)NC2CCCN(Cc3ccccc3F)C2)cc1 (stereo unspecified)	3	-1	-6	2	3	0	1	2	20
15	CCOc1cccc(NC(=O)/C(C#N)=C\c2cccnc2)c1	-3	3	-5	1	0	3	2	-4	17
16	COc1ccc(C(=O)C2CCCN(Cc3cccn3-c3ccc(Cl)cn3)C2)c(OC)c1 (stereo unspecified)	-2	2	8	0	6	-2	2	5	7
17	O=Cc1ccc(-c2ccccc2OC(F)(F)F)o1	4	-3	-2	2	3	4	3	-4	1
18	Cc1nc2ccc(S(=O)(=O)NC(C(=O)NCc3ccco3)C(C)C)cc2s1 (stereo unspecified)	1	0	3	2	6	-2	4	2	-4
19	Cc1noc(C)c1C(=O)OCC(=O)NCCC1=CCCCC1	-1	0	-6	5	4	-7	5	0	-5
20	COc1ccc2cc(C(=O)N3CCN(Cc4ccc5c(c4)OCO5)CC3)[nH]c2c1	1	5	0	9	0	3	3	0	39

A draw from above in order of count of non-hydrogen atoms, high to low:
entry	SMILES	PAD4 FP inh	LYPLA1 counter	PAFAH2 inh	pPAFAH inh	PAFAH1B3 FP inh	LYPLA2 inh	GSTO1 counter	PAFAH1B2 FP inh	PREPL inh
4	Cn1c(=O)c2cc(S(=O)(=O)N3CCN(c4cccc(C(F)(F)F)c4)CC3)ccc2n(C)c1=O	2	-1	0	0	-6	2	-7	5	26
16	COc1ccc(C(=O)C2CCCN(Cc3cccn3-c3ccc(Cl)cn3)C2)c(OC)c1 (stereo unspecified)	-2	2	8	0	6	-2	2	5	7
8	COc1ccc(CCCNC(=O)C2CCC(=O)N(CCc3cccc(F)c3)C2)cc1 (stereo unspecified)	2	-2	-4	-6	-2	2	2	-2	2
20	COc1ccc2cc(C(=O)N3CCN(Cc4ccc5c(c4)OCO5)CC3)[nH]c2c1	1	5	0	9	0	3	3	0	39
3	Cc1cc(=O)n2nc(N3CCCC(C(=O)NCCc4ccccc4)C3)sc2n1 (stereo unspecified)	3	4	3	3	5	9	2	-3	8
18	Cc1nc2ccc(S(=O)(=O)NC(C(=O)NCc3ccco3)C(C)C)cc2s1 (stereo unspecified)	1	0	3	2	6	-2	4	2	-4
13	CCc1ccc(N2CSC3=C(C#N)C(c4cccs4)CC(=O)N3C2)cc1 (stereo unspecified)	-3	1	19	24	6	9	7	6	11
12	CCc1ccc(OCC(=O)Nc2nnc(C3CCCC3)s2)cc1	1	5	4	2	1	3	-4	-28	-1
19	Cc1noc(C)c1C(=O)OCC(=O)NCCC1=CCCCC1	-1	0	-6	5	4	-7	5	0	-5
5	CC/C(=N\NC(=O)c1cc(C2CC2)[nH]n1)c1ccccc1	-2	-5	3	6	4	-9	6	5	-5
1	COC(/C(=N/O)c1ccc(Cl)cc1)c1ccccc1 (stereo unspecified)	-1	-1	-1	7	11	0	1	15	-4
11	Cc1cc2n(n1)SC(Nc1cc(Cl)ccc1Cl)N2 (stereo unspecified)	0	3	0	-1	2	6	-27	0	13

Going on with the list:
entry	SMILES	PAD4 FP inh	LYPLA1 counter	PAFAH2 inh	pPAFAH inh	PAFAH1B3 FP inh	LYPLA2 inh	GSTO1 counter	PAFAH1B2 FP inh	PREPL inh
21	Cc1ccc(NC(=O)C(C)c2ccc(-c3ccccc3)c(F)c2)cc1 (stereo unspecified)	-10	-22	-27	-11	1	-47	-2	-2	-10
22	CN(C)S(=O)(=O)Oc1ccsc1C(=O)Nc1cccc(Cl)c1	-10	1	-2	-3	5	5	-11	-2	0
23	Cc1ccnc(N2CCC(C(=O)NCc3ccc(F)cc3)CC2)n1	1	4	-2	-3	4	12	1	4	21
24	COC(=O)c1ccc(C2C(C(C)=O)=C(O)C(=O)N2CCO)cc1 (stereo unspecified)	-2	5	0	4	2	1	0	2	-4
25	NS(=O)(=O)c1ccc(Nc2nc(-c3ccccc3)cs2)cc1	2	-3	13	8	6	-5	2	5	1
26	Cn1c(N)c(C(=O)COc2ccc(Cl)cc2Cl)c(=O)n(C)c1=O	-4	-1	10	4	-7	8	-4	6	9
27	CCn1cc(Br)c(C(=O)NCc2ccco2)n1	-4	4	-5	0	2	6	-4	-3	12
28	COc1ccc(OC)c(Nc2nc(-c3sc(NC(=O)CC(C)C)nc3C)cs2)c1	-1	-12	3	30*	10	-8	-6	8	5
29	CCN(Cc1ccccc1)Cc1nnnn1Cc1ccccc1	0	-4	0	-2	9	-3	1	20	-3
30	Cc1occc1C(=O)n1nnc2ccccc21	-2	1	·	-3	·	3	0	·	2
31	COc1ccc(/C(N)=N/OC(=O)Cc2ccc(C)cc2)cc1OC	-4	-3	-1	12	2	-3	1	4	-9
32	CC(C(=O)NC1CCCc2ccccc21)N1CCN(Cc2ccc3c(c2)OCO3)CC1 (stereo unspecified)	0	-2	-1	0	9	-3	-3	5	4
33	C=CCOc1cccc(C2/C(=C(\O)c3ccc4c(c3)OCCO4)C(=O)C(=O)N2Cc2cccnc2)c1 (stereo unspecified)	4	-1	1	-1	7	-3	-3	7	-8
34	CCOC(=O)[C@H]1[C@H]2COc3cc(OC)ccc3[C@@H]2N2C(=O)CN(Cc3ccccc3)C(=O)[C@@]12C	4	-1	-2	-4	5	1	·	0	25
35	COc1ccc(Cn2nnnc2CN2CCc3ccccc32)cc1	-6	-3	2	7	2	1	0	-3	-3
36	O=C(CC1Nc2cccc3cccc(c23)NC1=O)Nc1ccccc1 (stereo unspecified)	25*	-2	58*	52*	18	-1	38*	4	17
37	NC(N)=NS(=O)(=O)c1ccc(N)cc1	1	-3	-1	1	2	1	4	7	-8
38	O=S1(=O)CCN2C(c3ccco3)=CSC2=N1	-3	6	-1	7	6	9	-9	3	5
39	O=C(c1cccs1)N1CCN(C/C=C/c2ccccc2)CC1	-1	5	-7	3	4	9	15	1	12
40	Cn1c(SCC(=O)Nc2ccc3c(c2)OCCO3)nnc1-c1ccncc1	-4	-2	1	-1	-6	0	-2	0	5
41	COC(=O)c1ccccc1NC(=O)CC(=O)Nc1ccccc1C(=O)OC	-4	-4	1	4	2	1	5	1	1
42	CCCc1nc2oc3c(=O)[nH]cnc3c2c2c1CCCC2	2	-1	5	1	3	0	25	9	6
43	CC(C)c1ccc(NC(=O)C(c2ccc3c(c2)OCO3)N2CCC3(CC2)OCCO3)cc1 (stereo unspecified)	-4	0	-9	8	-6	1	6	-1	-6
44	Cc1ccc(N2C(=O)Nc3ccccc3C2(O)C(=O)NCCCOC(C)C)cc1C (stereo unspecified)	0	-3	2	-3	0	-2	-7	1	3
45	COc1ccccc1NC(=O)c1ccc(S(=O)(=O)N(C)c2ccccc2OC)cc1	-6	·	0	6	10	·	·	2	0
46	NC(=O)C(CC(=O)O)NC(=O)[C@@H]1CCOc2c(I)cc([N+](=O)[O-])cc2C(=O)N[C@@H](CO)C(=O)N[C@@H](Cc2ccc(O)cc2)C(=O)N1 (stereo partly specified)	-6	0	·	21	·	7	-25	·	6
47	O=C(O)/C=C/c1ccc(Oc2ncccn2)cc1	3	-4	-7	8	3	1	1	1	-5
48	COc1ccc(/C=C/C(=O)Nc2nonc2NC(C)=O)cc1	-4	-6	-6	-12	-1	-8	-8	-1	-5
49	c1coc(CNC2CCCCC2)c1	-1	0	2	4	4	4	-1	4	-10
50	Cc1nc2ccc(S(=O)(=O)NC(CC(C)C)C(=O)O)cc2s1 (stereo unspecified)	3	-2	13	-4	5	-4	5	0	-4
51	O=C1NC(C(=O)O)=CC(c2ccc([N+](=O)[O-])cc2)N1 (stereo unspecified)	1	-3	7	-1	6	-4	3	2	1
52	O=C(O)c1ccc(NS(=O)(=O)/C=C/c2ccccc2)cc1	-4	0	-7	1	-3	1	-1	2	17
53	O=C(Nc1cccc(S(=O)(=O)N2CCCCC2)c1)c1ccccn1	-2	3	0	0	2	-2	9	-3	-1
54	CCCn1nnnc1NC(=O)COc1ccc(Br)cc1	-3	0	-1	-2	3	-2	7	18	6
55	CC1(C)CC(NC(=O)c2cccc(F)c2)CC(C)(C)N1	-1	-1	0	1	10	7	-2	4	4
56	COc1ccc(/C=C/C(=O)Nc2ccc(C)c(S(=O)(=O)N3CCOCC3)c2)cc1	-1	·	-3	-3	1	·	·	-4	6
57	CN(C)S(=O)(=O)Nc1cccc(-c2cn3c(n2)SCC3)c1	-4	-2	2	4	2	4	-2	0	2
58	CCOC(=O)c1c(NC(=S)NCCc2ccccc2)sc2c1CC(C(C)C)OC2 (stereo unspecified)	6	2	8	6	6	-4	27	14	-6
